Screens from PubChem BioAssay.
LGR2 inh = inhibitors of bursicon-induced Drosophila LGR2 receptor cAMP signaling | HEK293 LGR2, CRE-luciferase, bursicon-stimulated, 4 h | inhibition, % at 9.99 µM | hit rate 0.35% among 380,000 | AID 720647;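 active = drop in luminescence signal, shown as inhibition above about 50% in the replicate tests, limit read from the data, passing the limit was not always enough; inconclusive = probably only some replicates passing the limit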;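 also: agonist challenge used bursicon conditioned medium at about half maximal strength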
EWS-Fli block = EWS/Fli transcriptional activity inhibition; inhibition, % at 12.6 µM; AID 651661; A673 NR0B1-luciferase reporter, viability-normalised; hit rate 0.67% among 350,000;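 active = mean inhibition of at least 50% after viability correction, with every replicate also passing that limit; inconclusive = mean reaches 50% but only one of two replicates passes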;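 also: firefly luciferase signal divided by Alamar Blue viability fluorescence both relative to DMSO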
PGC1a acetyl inh = modulators of PGC1a acetylation. inhibition, % at 15.6 µM. U2OS PGC1a acetylation, AlphaScreen anti-acetyl-lysine; with virally co-expressed GCN5 acetyltransferase. hit rate 0.17% among 350,000. AID 651687;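 active = every replicate shows inhibition of at least 40%; inconclusive = mean inhibition at least 40% but some replicate below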;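 also: 0% = neutral control wells and 100% = positive control wells; some results beyond the cut were filed as inactive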
ERAP1 HTS inh = ERAP1 (human) enzyme inhibition | recombinant ERAP1, Leu-AMC fluorescence, 60 min | hit rate 0.15% among 340,000 | inhibition, % at 10.7 µM;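 active = mean replicate inhibition of at least 30%, or all replicates individually reaching that 30% level; inactive = mean below 30% and not every replicate reaching it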;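 also: 0% = neutral control wells and 100% = L-leucinethiol positive control wells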
Target sequence (Q9NZ08 whole entry, looked up): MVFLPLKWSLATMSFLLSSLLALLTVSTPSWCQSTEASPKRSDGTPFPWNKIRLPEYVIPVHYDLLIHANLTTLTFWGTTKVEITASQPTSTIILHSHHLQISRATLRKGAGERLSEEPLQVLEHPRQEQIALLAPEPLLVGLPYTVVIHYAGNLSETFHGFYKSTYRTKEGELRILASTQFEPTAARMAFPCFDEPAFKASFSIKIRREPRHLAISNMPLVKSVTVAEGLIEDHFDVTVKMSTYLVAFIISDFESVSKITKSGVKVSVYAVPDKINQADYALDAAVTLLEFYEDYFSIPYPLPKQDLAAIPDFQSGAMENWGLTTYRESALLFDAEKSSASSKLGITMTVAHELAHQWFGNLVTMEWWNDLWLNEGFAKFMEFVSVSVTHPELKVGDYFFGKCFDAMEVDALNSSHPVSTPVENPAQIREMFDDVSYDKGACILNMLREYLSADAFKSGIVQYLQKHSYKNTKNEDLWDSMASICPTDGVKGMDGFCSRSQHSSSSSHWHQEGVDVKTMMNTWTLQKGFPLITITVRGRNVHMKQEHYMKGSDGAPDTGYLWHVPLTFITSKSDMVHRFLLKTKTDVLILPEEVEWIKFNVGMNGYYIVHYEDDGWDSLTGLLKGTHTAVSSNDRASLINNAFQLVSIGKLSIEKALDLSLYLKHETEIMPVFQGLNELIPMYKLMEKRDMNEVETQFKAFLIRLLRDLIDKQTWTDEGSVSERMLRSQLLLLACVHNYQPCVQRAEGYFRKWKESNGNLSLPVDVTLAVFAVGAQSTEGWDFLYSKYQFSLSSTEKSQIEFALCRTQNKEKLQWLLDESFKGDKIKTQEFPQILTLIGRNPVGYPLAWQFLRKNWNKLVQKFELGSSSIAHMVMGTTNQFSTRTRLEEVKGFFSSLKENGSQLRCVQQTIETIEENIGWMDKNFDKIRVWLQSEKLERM
S100A4 MyoIIA = blocks human S100A4 binding to myosin IIA peptide | S100A4/TAMRA-MyoIIA peptide fluorescence polarization | inhibition, % at 10.7 µM | hit rate 0.14% among 360,000;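 active = mean inhibition of at least 70% across replicates, with every replicate also reaching that level; inconclusive = mean inhibition reaches 70% but some replicates fall short; inactive = mean inhibition below 70%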
Target sequence (P26447 whole entry, looked up): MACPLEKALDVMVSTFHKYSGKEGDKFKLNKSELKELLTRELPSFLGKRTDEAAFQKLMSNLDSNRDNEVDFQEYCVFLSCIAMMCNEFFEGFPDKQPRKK
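Test system: S100A4 monomer protein. Medium: HEPES buffer with Ca2+, pH 7.2. Reagent: fluorescent myosin IIA peptide, 5 nM. Compound dosing: single-point compound testing. Timing: 5 min between mix addition and reading. Benchmarks: DMSO neutral and TFP positive wells.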
FN deposit inh = fibronectin deposition inhibition | AH1F fibroblasts, Alexa488-fibronectin deposition fluorescence, overnight | inhibition, % at 12.6 µM | AID 743247 | hit rate 0.086% among 350,000;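 active = mean inhibition across replicates of 30% or more, regardless of how many single replicates reach that level; inconclusive = mean under 30% yet at least half of replicates reach 30%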;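 also: positive control wells lacked labelled fibronectin entirely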
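Material – AH1F fibroblast monolayer, labelled fibronectin deposition · Reagent – labelled fibronectin 24 nM · Timing – 1 h adhesion, overnight exposure · Measured by – fluorescence at 485 nm excitation, 525 nm emission · Read-out – inhibition of fibronectin deposition signal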
PAX8 reporter = inhibitors of PAX8 transcriptional activity in RMG-I cells. RMG-I TPO-luciferase reporter, SteadyGlo, 24 h. hit rate 1.2% among 360,000. AID 652154. inhibition, % at 12.6 µM;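 active = mean replicate inhibition at least 60% with every replicate also reaching 60%; inconclusive = only one of the two criteria is met; inactive = mean below 60% and not all replicates reaching 60%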;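 also: luciferase light reporting Pax8 driven TPO promoter activity; plate controls were median of neutral control wells for no effect and mitoxantrone controls for full effect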
PglD inh = PglD (C. jejuni) enzyme inhibition; inhibition, % at 12.5 µM; purified PglD enzyme, DTNB colorimetric CoA detection; hit rate 0.098% among 360,000; AID 602405; in the data active = inhibition above about 16%, passing the limit was not always enough; inconclusive = no clear call, values can overlap the other calls; also: strong numbers were not always called active
The depositor's hits bear a star; u = inconclusive; x = no result given; & = joins results of further samples.

SMILES	LGR2 inh	EWS-Fli block	PGC1a acetyl inh	ERAP1 HTS inh	S100A4 MyoIIA	FN deposit inh	PAX8 reporter	PglD inh
CCOC(=O)C1=NN(c2ccccc2)C2C(=O)N(c3ccccc3OC)C(=O)C12 (centres undefined)	6	-10	3	x	-2	-6	12	-5
C[C@@H]1CN([C@H](C)CO)C(=O)CCCn2nncc2CO[C@@H]1CN(C)S(=O)(=O)c1ccc(-n2cccn2)cc1	5	-2&-14	3	2&-4	-4&19	-26&7	-2&8	-9&16
CC(=O)Nc1cccc(-c2ccnc3c2CC(C(=O)NCc2ccncc2)O3)c1 (centres undefined)	-7	0	x	-6	-6	-22	-10	5
CSc1nc(-c2ccccc2)nc(NC(C)=O)c1C(C)=O	-2	-5	x	-1	0	3	25	x
Cn1cc(S(=O)(=O)N2CCN(c3ccccc3)CC2)c(=O)n(C)c1=O	-15	-5	x	6	0	0	3	-3
O=C(Nc1ccnn1C1CCN(C(=O)c2ccccc2C(F)(F)F)CC1)C1CC1	-20	-14	x	-7	0	0	x	-11
CO[C@@H]1CN(C)C(=O)c2ccc(NS(C)(=O)=O)cc2OC[C@@H](C)N(Cc2ccccn2)C[C@H]1C	-17	-2	-12	x	x	-24	-17	1
O=C(Nc1ccc2c(c1)C(=O)NC2=O)c1ccc2ncsc2c1	-24	-38	x	-1	0	5	-59	x
COc1ccc(N2CCN(C(=O)C(=O)c3c(C)n(C)c4ccccc34)CC2)cc1	-9	-15	-2	-7	-16	2	-9	2
O=C(O)c1ccc(NC2=C(n3nnc4ccccc43)C(=O)c3ccccc3C2=O)cc1	17	-46	-3	6	-14	-4	-4	x
C[C@]1(C(=O)NCCN2CCOCC2)C=C[C@@H](Cc2ccccc2)N1C(=O)c1ccccc1	-5	-3	8	-1	1	-11	7	-3
Cc1[nH]c(=O)c(C#N)c(C)c1Cl	23	3	x	3	2	-6	11	x
C[C@@H]1CN([C@@H](C)CO)S(=O)(=O)c2ccc(C#Cc3ccncc3)cc2O[C@H]1CN(C)C(=O)C1CC1	-13	12	-1	1	u	x	x	4
CC(C)NC(=O)Nc1cccc2c1O[C@@H](CN(C)S(=O)(=O)c1cn(C)cn1)[C@@H](C)CN([C@@H](C)CO)C2=O	-8	-6	3	-1	-2	-8	x	-4
c1ccc(-c2noc(-c3ccco3)n2)nc1	x	x	-1	x	x	0	-50	3
Cc1c(C(=O)N2CCC[C@H]2CO)oc2c(F)cccc12	-1	-83	4	-2	-15	3	-86	-25
C[C@@H]1CN([C@H](C)CO)C(=O)c2cc(C#CC3CCCC3)cnc2O[C@@H]1CN(C)C(=O)C1CCC1	2	-4	7	0	-14	x	x	2
COc1ccc(C2C(C(=O)c3ccc(C)o3)=C(O)C(=O)N2CC2CCCO2)cc1OC (centres undefined)	-3	7	x	5	-4	x	12	2
CCOC(=O)N1CCN(C2CCCN(C(=O)c3cccc(N(C)C)c3)C2)CC1 (centres undefined)	3	x	1	-5	-4	-2	-18	9
CC(C)NC(=O)C1(C#N)C=C1c1ccccc1 (centres undefined)	19	9	x	1	-6	14	6	x
Cc1ccc(C(=O)CCC(=O)Nc2cccc(C)c2)cc1	4	3	-9	-2	-1	-7	2	7
NS(=O)(=O)c1ccc(CNC(=O)c2cc(-c3cccnc3)nc3ccc(Br)cc23)cc1	-10	x	5	-2	-4	0	24	0
C=CCN1C(=O)CSC1=Nc1ccc(NC(C)=O)cc1	1	5	8	-1	2	-6	5	4
Cc1ccc(-n2cc(CNCCCn3cccn3)c(-c3cccc(C)c3)n2)cc1	-9	24	-9	-2	-14	-4	4	1
O=C1NC(=O)C2(CCCC2c2ccccc2)N1 (centres undefined)	-8	1	-2	-3	-1	-4	-8	-4

Of the compounds above, two have fluorine:
SMILES	LGR2 inh	EWS-Fli block	PGC1a acetyl inh	ERAP1 HTS inh	S100A4 MyoIIA	FN deposit inh	PAX8 reporter	PglD inh
O=C(Nc1ccnn1C1CCN(C(=O)c2ccccc2C(F)(F)F)CC1)C1CC1	-20	-14	x	-7	0	0	x	-11
Cc1c(C(=O)N2CCC[C@H]2CO)oc2c(F)cccc12	-1	-83	4	-2	-15	3	-86	-25

New compounds follow:
SMILES	LGR2 inh	EWS-Fli block	PGC1a acetyl inh	ERAP1 HTS inh	S100A4 MyoIIA	FN deposit inh	PAX8 reporter	PglD inh
O=C(Nc1cccc(F)c1)N1CC(=O)N2[C@H](C1)[C@H](c1ccc(-c3ccccc3)cc1)[C@@H]2CO	15	-7	7	-1	-1	x	-9	x
COc1ccccc1C(=O)NNC(=O)c1ccc(NC(=O)CC(C)C)cc1	-11	4	x	-2	1	x	29	x
CC(=O)Nc1nc(C)nc(-c2ccccc2OC(C)=O)n1	-15	-15	13	-5	4	x	x	2
COc1ccc(N(C)C(=S)Nc2ccc3nc(C)c(C)nc3c2)cc1	x	-3	x	-1	-7	5	-11	1
O=C(NCCn1cc(SCC(=O)N2CCOCC2)c2ccccc21)c1c(F)cccc1F	-1	-3	-16	-1	0	-11	-14	4
CCn1c(=NC(=O)CCS(=O)(=O)c2ccccc2)sc2cccc(OC)c21	1	x	x	4	2	x	16	4
CC(C)CC(=O)Nc1c2c(nn1-c1cccc(Cl)c1)CS(=O)C2 (centres undefined)	-16	-5	-7	2	3	3	-20	4
N=c1ccn(Cc2ccc([N+](=O)[O-])cc2)cc1	x	9	2	-2	0	-6	8	x
C/C(CC(=O)Nc1ccc(N(C)C)cc1)=N\NC(=O)c1ccc(C(C)(C)C)cc1	-2	2	2	1	1	2	2	-3
CCCCn1c(N)c(N(CCOC)C(=O)C2CC(=O)N(Cc3ccco3)C2)c(=O)[nH]c1=O (centres undefined)	-1	7	0	0	5	-1	2	4
CCOC(=O)C1=C2c3ccc4ccccc4c3CC(C)(C)N2C(=O)C1=O	1	3	x	-8	7	11	-4	-2
O=C(CC(F)(F)F)N1C[C@H]2[C@@H](c3ccccc31)[C@H](CO)N2C(=O)c1cccnc1	9	-5	6	0	-12	x	-4	1
OCCNCc1cc(Br)ccc1OCc1ccccc1	8	8	-5	-5	-1	-1	-2	1
COC(=O)C1=C(C)N(Cc2ccccc2C(F)(F)F)C(=NCc2cccc(C(F)(F)F)c2)NC1c1ccc(F)cc1 (centres undefined)	8	20	x	3	5	2	7	x
COc1cccc(-c2cc(C(F)(F)F)nc(-n3cccn3)n2)c1	x	x	-5	x	x	-7	2	-6
COc1ccc(NC(=O)Cn2nnc(C(=O)NCc3cccs3)c2N)cc1	17	x	x	1	5	-19	-8	x
C[C@@H]1CCCCO[C@@H](CN(C)C(=O)Nc2ccccc2)[C@@H](C)CN([C@@H](C)CO)C(=O)c2cc(NC(=O)Cc3ccccc3)ccc2O1	-5	-3	4	1	7	-6	-22	0
C=CCNc1ccccc1S(=O)(=O)NCc1ccccc1	0	6	x	-1	-3	-10	-4	-5
COC(=O)c1ccc(NC2=C(Cl)C(=O)OC2OC(=O)c2ccccc2)cc1 (centres undefined)	14	8	x	-1	-3	4	8	-3
O=C(CN1C(=O)NC2(CCCCC2)C1=O)N1CCN(S(=O)(=O)c2cccc([N+](=O)[O-])c2)CC1	7	-2	9	-2	-1	2	-3	x
CC(C)(Oc1ccc(CCNC(=O)c2ccc(-c3ccc(Cl)cc3)o2)cc1)C(=O)O	25	-3	12	10	-6	0	13	8
Cc1cc(C)cc(C(O)c2ncc(-c3ccccc3C)[nH]2)c1 (centres undefined)	-11	-5	x	2	-14	2	-15	-1
CC(c1ccccc1)N(C)C(=O)CN1CCN(S(=O)(=O)c2ccc3c(c2)OCCCO3)CC1 (centres undefined)	23	5	x	-1	-8	-4	22	-5
COC(=O)c1c(-c2ccccc2)noc1C	4	1	-5	-2	1	3	1	x
O=S(=O)(c1ccc(Br)cc1)N1CCN(Cc2ccco2)CC1	12	0	-2	3	-6	-2	11	-2
The listing continues:
SMILES	LGR2 inh	EWS-Fli block	PGC1a acetyl inh	ERAP1 HTS inh	S100A4 MyoIIA	FN deposit inh	PAX8 reporter	PglD inh
O=C(Nc1cccc2ccccc12)/C(=C/c1ccc([N+](=O)[O-])cc1)NC(=O)c1ccccc1	x	x	2	x	x	0	1	0
CCN(C[C@H]1N[C@@](CC)(C(=O)OC)[C@H]2C(=O)N(C)C(=O)[C@@H]12)C(=O)Nc1ccc(C)cc1	-54	-9	x	-2	0	-6	-32	-4
COc1cc(C(CC(=O)Nc2ccc(Cl)cn2)N2Cc3ccccc3C2=O)cc(OC)c1OC (centres undefined)	-1	19	-12	2	-2	-14	7	-1
CCN1CCN(Cc2nc3c(c(=O)n(C)c(=O)n3C)n2Cc2cccc3ccccc23)CC1	4	4	x	3	-8	x	x	x
O=C(Nc1ccc(C(=O)N2CCCC2)cc1)c1ccccc1Br	4	-3	-7	2	1	1	-16	1
CC(C)NC(=S)N1CCN(C/C=C/c2ccccc2)CC1	-6	-7	-4	5	-3	1	0	10
CC(=O)N(C)C[C@H]1Oc2cc(-c3ccc(F)cc3)ccc2S(=O)(=O)N([C@H](C)CO)C[C@H]1C	2	1	0	0	4	x	x	3
C[C@@H]1COc2cccc(NCCO)c2S(=O)(=O)N1	17	-2	x	2	1	-7	15	x
Cc1ccc(S(=O)(=O)N[C@@H]2C=C[C@H](CC(=O)NCc3ccc(Cl)c(Cl)c3)O[C@H]2CO)cc1	47	-3	-9	1	2	-5	4	-4
Cc1noc(C)c1S(=O)(=O)Nc1ccc2c(c1)CC(=O)N([C@@H](C)CO)C[C@H](C)[C@@H](CN(C)Cc1ccc(-c3ccccc3)cc1)O2	12	8	7	1	-2	x	x	x
C[C@H](CO)N1C[C@H](C)[C@@H](CN(C)C(=O)c2ccccc2)OCCCC[C@H](C)Oc2ccc(NS(=O)(=O)c3cccs3)cc2C1=O	-19	-1	x	2	17	-5	-3	-4

Quoted from the entries so far (3 entries):
SMILES	LGR2 inh	EWS-Fli block	PGC1a acetyl inh	ERAP1 HTS inh	S100A4 MyoIIA	FN deposit inh	PAX8 reporter	PglD inh
CCN(C[C@H]1N[C@@](CC)(C(=O)OC)[C@H]2C(=O)N(C)C(=O)[C@@H]12)C(=O)Nc1ccc(C)cc1	-54	-9	x	-2	0	-6	-32	-4
COc1cc(C(CC(=O)Nc2ccc(Cl)cn2)N2Cc3ccccc3C2=O)cc(OC)c1OC (centres undefined)	-1	19	-12	2	-2	-14	7	-1
CCN1CCN(Cc2nc3c(c(=O)n(C)c(=O)n3C)n2Cc2cccc3ccccc23)CC1	4	4	x	3	-8	x	x	x

A second format for some results above.
CCN(C[C@H]1N[C@@](CC)(C(=O)OC)[C@H]2C(=O)N(C)C(=O)[C@@H]12)C(=O)Nc1ccc(C)cc1
  LGR2 inh: -54
  EWS-Fli block: -9
  PGC1a acetyl inh: x
  ERAP1 HTS inh: -2
  S100A4 MyoIIA: 0
  FN deposit inh: -6
  PAX8 reporter: -32
  PglD inh: -4
COc1cc(C(CC(=O)Nc2ccc(Cl)cn2)N2Cc3ccccc3C2=O)cc(OC)c1OC (centres undefined)
  LGR2 inh: -1
  EWS-Fli block: 19
  PGC1a acetyl inh: -12
  ERAP1 HTS inh: 2
  S100A4 MyoIIA: -2
  FN deposit inh: -14
  PAX8 reporter: 7
  PglD inh: -1
CCN1CCN(Cc2nc3c(c(=O)n(C)c(=O)n3C)n2Cc2cccc3ccccc23)CC1
  LGR2 inh: 4
  EWS-Fli block: 4
  PGC1a acetyl inh: x
  ERAP1 HTS inh: 3
  S100A4 MyoIIA: -8
  FN deposit inh: x
  PAX8 reporter: x
  PglD inh: x
